# Abeta rescue: restores growth of yeast expressing A-beta42 peptide. yeast expressing A-beta42, growth rescue, OD600, 48 h; response scale: 0% DMSO, 100% iron-clioquinol control. Potency, µM (top dose mostly 46.1 µM), for the others: at the top dose growth rescue, actives largely listed as activators. 410,000 tested, 0.063% active. AID 1347071; further: potency means the concentration at half of the fitted maximal effect; nearly all actives have a fitted effect of over 55% in size
#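 Growth rescue measured by 600 nm absorbance after 48 h yeast culture at 30 C with compound. Values normalized between DMSO and an equimolar ferric chloride plus clioquinol control.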
# EPAC2 ag: agonists of human EPAC2 (RAPGEF4) | AID 720711 | EPAC2 activation, biochemical qHTS; response scale: 100% = 6.5 mM cAMP response | Potency, µM (titrated, usually from 154 µM), inactives show at the highest dose activation, hits mostly activators | 360,000 tested, 0.079% active; further: potency means the concentration at half of the fitted maximal effect; nearly all actives have a fitted effect of over 50% in size
# Target sequence (Q8WZA2 whole entry, looked up): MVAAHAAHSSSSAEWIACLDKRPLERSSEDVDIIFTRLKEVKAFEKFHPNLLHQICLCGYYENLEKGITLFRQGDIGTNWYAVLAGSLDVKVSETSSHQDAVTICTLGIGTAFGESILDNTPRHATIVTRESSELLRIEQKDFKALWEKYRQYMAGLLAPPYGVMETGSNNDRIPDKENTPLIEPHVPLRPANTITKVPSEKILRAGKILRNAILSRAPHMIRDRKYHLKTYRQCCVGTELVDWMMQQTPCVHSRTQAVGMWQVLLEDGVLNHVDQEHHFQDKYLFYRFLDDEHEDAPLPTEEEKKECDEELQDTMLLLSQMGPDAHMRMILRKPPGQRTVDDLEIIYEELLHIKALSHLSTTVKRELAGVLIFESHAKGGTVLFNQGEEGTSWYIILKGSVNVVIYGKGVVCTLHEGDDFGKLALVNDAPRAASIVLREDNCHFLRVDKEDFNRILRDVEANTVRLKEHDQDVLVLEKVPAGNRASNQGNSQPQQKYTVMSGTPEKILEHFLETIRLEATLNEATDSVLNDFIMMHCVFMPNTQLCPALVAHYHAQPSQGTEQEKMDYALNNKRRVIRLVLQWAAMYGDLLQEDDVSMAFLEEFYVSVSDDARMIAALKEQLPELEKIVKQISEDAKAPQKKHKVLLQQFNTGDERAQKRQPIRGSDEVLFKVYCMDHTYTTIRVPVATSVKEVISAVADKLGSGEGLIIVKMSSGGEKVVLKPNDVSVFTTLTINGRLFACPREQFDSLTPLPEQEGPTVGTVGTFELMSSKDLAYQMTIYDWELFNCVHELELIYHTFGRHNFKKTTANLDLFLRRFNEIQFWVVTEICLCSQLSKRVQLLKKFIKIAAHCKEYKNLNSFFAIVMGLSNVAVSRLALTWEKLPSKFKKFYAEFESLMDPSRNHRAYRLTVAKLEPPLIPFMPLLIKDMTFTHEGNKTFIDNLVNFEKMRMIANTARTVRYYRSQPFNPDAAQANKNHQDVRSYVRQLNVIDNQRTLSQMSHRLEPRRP
#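 Compounds were added across a concentration range to EPAC2 (100 nM), RAP1B-BODIPY-GDP (250 nM) and GDP (50 uM). After 5 min at room temperature, fluorescence was recorded at 5-min intervals for 30 min.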
# DRD3 agonist: agonists of human D3 dopamine receptor; D3R DiscoveRx beta-arrestin cells, luminescence, 90 min; max activation, %; 410,000 tested, 0.58% active; P35462; in the data active means max activation above about 30%; further: 0% is about no effect; mostly tested at two doses, the higher about 12 µM
#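 Cells at 1500/well, incubated overnight, then treated with pinned compounds (dopamine as control) for 90 min at 37 degrees C. DiscoveRx reagent added for 30 - 60 minutes at room temperature; luminescence read.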
# aSyn yeast inh: rescues yeast growth from alpha-synuclein toxicity | Yeast expressing alpha-synuclein, growth rescue, BacTiter-Glo, 24 h | Potency, µM (top dose mostly 46.1 µM), without a hit: top-dose growth rescue (activation), hits mostly activators | 370,000 tested, 0.14% active | AID 652106; further: potency means the concentration at half of the fitted maximal effect; % of control where 0% means no effect; nearly all actives have a fitted effect of over 65% in size
#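 Screening used galactose-induced yeast with toxic alpha-synuclein levels, exposed to compound for 24 hr at 30 deg C. Cell growth, read with BacTiter-Glo luminescence, gave the measured signal.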
# EPAC2 antagonist: antagonists of human EPAC2; Q8WZA2; EPAC2 GEF exchange of Rap1B-BODIPY-GDP, fluorescence; Potency, µM (top dose mostly 114 µM), without a hit: at the highest dose activity, negative = inhibition, most hits filed as inhibitors; 360,000 tested, 0.18% active; AID 720708; further: potency means the concentration at half of the fitted maximal effect; on the % scale 0 is the no-effect control and ±100 the full control effect; nearly all actives have a fitted effect of over 45% in size; many of its hits are not listed in these tables
# FUS suppressor: FUS proteinopathy suppression in yeast | S. cerevisiae FUS-expressing, growth rescue, OD600, 24 h | Potency, µM (doses to about 76.6 µM), inactives show at the top dose growth rescue (activation), hits mostly activators | 390,000 tested, 0.24% active | AID 1347120;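 further: potency means the concentration at half of the fitted maximal effect; plate controls were DMSO vehicle for no effect and reference control for full effect; nearly all actives have a fitted effect of over 55% in size; some results filed as inactive show a strong effect at the top dose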
#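 Toxicity suppression screen in FUS-yeast. Cells induced with 2% galactose, starting OD 0.005, treated 24hr at 30C with compounds at multiple final concentrations; growth by OD600.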
# TDP43 rescue: rescues yeast growth from TDP-43 toxicity. TDP-43 expressing yeast growth rescue, BacTiter-Glo, 24 h. Potency, µM (highest dose often 46.1 µM), for inactives: top-dose growth rescue (activation), usual class: activators. 410,000 tested, 1.8% active; further: potency means the concentration at half of the fitted maximal effect; % of control where 0% means no effect; nearly all actives have a fitted effect of over 50% in size
#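 Yeast cells expressing TDP-43 under galactose induction are exposed to compounds for 24 hr at 30 deg C. BacTiter-Glo luminescence measures growth, so protective compounds score as activators.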
# DRD3 antagonist: antagonists of human D3 dopamine receptor. AID 652054. D3R cells, DiscoveRx beta-arrestin luminescence, antagonist mode; hits give low values. max response, negative = inhibition, %. P35462. 360,000 tested, 2.5% active; in the data active means max response below about -50%; inconclusive means no clear call, values can overlap the other calls; further: on the % scale 0 is the no-effect control and ±100 the full control effect; mostly tested at two doses, the higher about 12 µM
#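 Cells expressing the human receptor were seeded at 1500 cells/well, incubated overnight at 37 degrees C in 5% CO2, then exposed to library compounds with dopamine controls for 90 minutes at 37 degrees C before luminescent detection.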
# The depositor's hits bear a star; ? = inconclusive; / = not tested or not shown; [ ] = remark or other dose. Unless noted, the call rests on the fitted dose curve; in most records, active means well fitted curve in the direction sought with a large enough effect; inconclusive means small, poorly fitted or top-dose-only effect, or another doubt; inactive means no such curve, though single readings can be large; an effect the other way counts as inactive or inconclusive.
SMILES	Abeta rescue	DRD3 agonist	aSyn yeast inh	TDP43 rescue	FUS suppressor	EPAC2 antagonist	DRD3 antagonist	EPAC2 ag
O=C(Oc1cccc(NC(=O)c2ccco2)c1)c1ccc(Br)c(S(=O)(=O)N2CCCCC2)c1	15%	0	1%	10%	30%	-2%	26	6%
CCc1cc(=O)oc2c(C)c(OCC(=O)N3CC[C@@]4(O)CCCC[C@H]4C3)ccc12	-23%	24	2%	10%	9%	1%	7	7%
O=C(Nc1ccc(F)cc1F)c1c(C(F)(F)F)ccnc1Oc1ccccc1	1%	7	0%	-11%	24%	-15%	9	4%
COc1cc(F)ccc1-c1cc(C(=O)NCC2CCCCC2)[nH]n1	18%	-11	-17%	25µM*	15%	-15%	-75*	8%
CCOc1ccc2c(c1)c(=O)c(C(=O)c1ccc(CC)cc1)cn2CC(=O)Nc1ccccc1OC	-3%	-6	/	15%	-25%	/	/	/
CC(C)c1nc(Cl)c(C#N)c2c1CCCC2	-5%	-4	-3%	-13%	13%	-11%	-9	7%
O=C(NNC(=O)c1sc2ccccc2c1Cl)Nc1ccc(Cl)cc1	-3%	-26	-2%	-14%	19%	9%	-13	0%[15.6 µM]
O=C(Cn1cnc([N+](=O)[O-])n1)c1ccccc1	28%	5	3%	28%	-7%	12%	0	3%
CC(C)(C)C(=O)N1CCN(c2ccc(NC(=O)c3ccc4c(c3)OCCO4)cc2)CC1	6%	10	1%	2%	26%	-9%	9	9%
Cc1cccc(-c2nc(CSCC(=O)NCCCN3CCOCC3)c(C)o2)c1	21%	-10	1%	-13%	13%	-1%	-1	2%
COc1ccc(CCNC(=O)C(=O)NCC2CCCN2S(=O)(=O)c2cc(C)ccc2C)cc1 (stereo not given)	-1%	14	0%	?	30%	-7%	8	8%
CC(N=C(NS(=O)(=O)c1ccc(Cl)cc1)c1ccccc1)C(=O)O (stereo not given)	-8%	-4	-18%	-29%	17%	11%	-4	-3%
COc1ccc(-c2ccc(C(=O)N3CCN(C)CC3)c3occc23)c(C)c1	-22%	-14	-1%	4%	-11%	-11%	?	16%
O=C(CSc1nc2ccccc2n1Cc1c(F)cccc1Cl)N1CCN(c2ccc(F)cc2)CC1	3%	-6	/	0%	5%	/	/	/
O=C(NCC1CCN(Cc2ccccc2F)CC1)Nc1cccc(Br)c1	-16%	-39	-7%	?	20%	-11%	?	11%
O=C(c1ccco1)N1CCN(Cc2nnnn2CCc2ccccc2)CC1	6%	-8	8%	9%	3%	-5%	-24	-7%
Cc1cc2c(cc1C)C(c1cccc(OC(C)C)c1)CC(=O)N2 (stereo not given)	7%	7	/	11%	-4%	/	/	/
COc1ccc(OC)c(CN2C(=O)CCC2(C)c2nnnn2Cc2ccccc2)c1 (stereo not given)	-6%	-3	-13%	5%	8%	2%	?	-1%
O=C(NCc1cccs1)N[C@@H](Cc1ccccc1)C(=O)O	9%	0	-2%	-2%	-8%	2%	9	2%
COc1ccc(NC(=O)C2CCCN2S(=O)(=O)c2cccc3nsnc23)c(OC)c1 (stereo not given)	-15%	-2	11%	-2%	8%	-11%	18	-6%
O=C(CCc1nnc2ccc(NCc3ccccc3Cl)nn12)NC1CCCC1	-10%	0	-5%	3%	28%	4%	-19	-6%
Nc1nnc(SCC(=O)Nc2ccc3nc(SCC(=O)Nc4ccccc4)sc3c2)s1	3%	1	2%	25%	/	-2%	1	-1%
C/C=C\C(=O)Nc1cccc(C2=NOC3(C2)C[C@@H](C(N)=O)N(C(=O)COc2ccc(Cl)cc2)C3)c1 (stereo not given in full)	-13%	1	9%	2%	27%	-12%	9	3%
CN(CC(=O)Nc1ccc(F)cc1)C(=O)c1ccccc1Sc1ccccc1C#N	4%	1	3%	24%	9%	3%	-6	10%
N#C/C(=C/c1ccc(F)cc1)C(N)=S	-24%	-2	-5%	0%	-1%	-9%	-8	2%
N#Cc1c2c(c(Nc3ccccc3)n3c1nc1ccccc13)CCC2	16%	0	2%	17%	-4%	16%	-1	3%
Cc1ccc(C(=O)N2CCN(S(=O)(=O)c3ccc(C)cc3)CC2)cc1	7%	4	-1%	10%	19%	-10%	-13	1%
COCCCN1C(=O)C(O)=C(C(=O)c2ccc(C)o2)C1c1cccc(Br)c1 (stereo not given)	-23%	-9	-15%	-4%	23%	-5%	11	1%
COC(=O)CSc1nnc2n1C(C)(C)Cc1ccccc1-2	22%	-2	1%	0%	18%	3%	16	7%
CSc1cccc(NC(=S)N(CCC(C)C)C2CCN(C(C)C)CC2)c1	4%	-16	0%	/	10%	7%	-85*	1%
Cc1nnc2sc(SCC(=O)Nc3nccs3)nn2c1=O	9%	7	6%	-8%	/	20%	-14	-1%
S=C(NCCSCc1ccc(Cl)c(Cl)c1)Nc1ccccc1	-9%	3	9%	11µM*	14%	-1%	-21	13%
N#Cc1ccccc1S(=O)(=O)N1CCN(S(=O)(=O)c2ccc(Br)c(C(=O)O)c2)CC1	-10%	4	-1%	-8%	7%	10%	15	-2%
Cc1ccccc1CNC(=O)C1CCCN(c2nnc(C)c3c(C)n(-c4ccccc4)nc23)C1 (stereo not given)	4%	-3	-10%	-20%	17%	1%	-27	3%
Cc1ccc(N2CCN(C(=O)CCS(=O)(=O)c3cc4c(cc3Cl)NC(=O)CO4)CC2)c(C)c1	-5%	9	/	9%	25%	/	/	/
CCOC(=O)C1CCCN(Cc2ccccc2F)C1 (stereo not given)	-5%	-22	4%	-7%	1%	3%	-21	5%
CC(=O)c1ccccc1NS(=O)(=O)c1c(C)nn(-c2ccccc2)c1C	13%	9	6%	-6%	22%	0%	-2	8%
O=C(CSc1n[nH]c(-c2ccccc2O)n1)NC1CCCCC1	-11%	-8	0%	-23%	22%	-6%	-2	16%
Cc1cc2c(cc1C)C(=O)NC(C)(C)C2	-12%	14	0%	-7%	4%	3%	9	10%
S=C(NCCN1CCOCC1)N1CCN(c2cccc(Cl)c2)CC1	-15%	22	-1%	-18%	18%	-12%	-5	6%
Cc1ccc(NC(=O)c2sc(-n3nc(C)c(CCC(C)C)c3C)nc2C)cc1C	4%	7	/	17%	-11%	/	/	/
CC(=O)c1c[nH]c(C(=O)NCC2CCCO2)c1 (stereo not given)	-2%	3	0%	?	6%	16%	13	-3%
C[C@@H]1CN([C@@H](C)CO)C(=O)c2cc(NS(C)(=O)=O)ccc2O[C@@H]1CN(C)S(=O)(=O)c1ccccc1	0%	-2	-1%	-5%	11%	4%	?	2%
CSc1ncc(C(=O)NCc2ccccc2)c(-c2ccccc2)n1	-16%	3	/	-12%	24%	/	/	/
CC(=O)c1cccc(NS(=O)(=O)c2ccc(-c3cc(C)no3)s2)c1	-4%	-2	3%	24%	-9%	-4%	0	6%
CCOC(=O)C(=O)c1c(-c2ccc(C)cc2)nc2ccccn12	-2%	-7	16%	20%	-28%	-12%	-13	7%
CCOc1[nH]n(-c2ccc(Cl)cc2)c(=O)c1C=Nc1ccc(O)cc1	-2%	-6	1%	9%	-2%	7%	-4	-4%
Cc1cc(Sc2nc(N(C)C)nc(N(C)C)n2)nc(Cl)n1	-12%	2	0%	4%	-40%	8%	2	5%
CCc1ccc(NC(=O)/C(C#N)=C/c2cc3ccc(C)cc3nc2N2CCOCC2)cc1	-4%	3	-2%	-10%	-7%	8%	8	100µM*
Cc1ccc2cccc(NC(=O)c3cccc4c(Br)cccc34)c2n1	-22%	-12	-3%	-9%	-15%	/	/	/

# Quoted from the listing:
# TDP43 rescue with CCOc1[nH]n(-c2ccc(Cl)cc2)c(=O)c1C=Nc1ccc(O)cc1 stands at 9%
# aSyn yeast inh with Cc1ccc2cccc(NC(=O)c3cccc4c(Br)cccc34)c2n1 stands at -3%

# A different layout for 2 compounds above:
structure: CC(N=C(NS(=O)(=O)c1ccc(Cl)cc1)c1ccccc1)C(=O)O (stereo not given)
  Abeta rescue: -8%; DRD3 agonist: -4; aSyn yeast inh: -18%; TDP43 rescue: -29%; FUS suppressor: 17%; EPAC2 antagonist: 11%; DRD3 antagonist: -4; EPAC2 ag: -3%
structure: O=C(NCC1CCN(Cc2ccccc2F)CC1)Nc1cccc(Br)c1
  Abeta rescue: -16%; DRD3 agonist: -39; aSyn yeast inh: -7%; TDP43 rescue: ?; FUS suppressor: 20%; EPAC2 antagonist: -11%; DRD3 antagonist: ?; EPAC2 ag: 11%

# (listing goes on)
SMILES	Abeta rescue	DRD3 agonist	aSyn yeast inh	TDP43 rescue	FUS suppressor	EPAC2 antagonist	DRD3 antagonist	EPAC2 ag
S=C1SCN(CCN2CCOCC2)CN1Cc1ccccc1	-4%	2	1%	-12%	20%	-3%	4	8%
Cc1ccc(N2C(=O)c3ccccc3C2Nc2ccccc2)nc1 (stereo not given)	-33%[inhibitor]	-4	-5%	16%	-21%	?	?	27%
O=C(CSc1nnc(-c2ccccn2)o1)Nc1ccccc1F	1%	5	-4%	20%	/	1%	5	7%
COc1ccc(OC)c(N(CC(=O)N2CCOCC2)S(C)(=O)=O)c1	24%	17	-4%	11%	7%	-3%	5	13%
CCOc1ccc(NC(=O)CN(C)C(=O)C2CCN(C(=O)c3ccc(Cl)cc3)CC2)cc1OCC	-3%	4	2%	1%	22%	0%	-4	2%
CCN1CCN(c2ccc(NC(=O)c3cccnc3)cc2Cl)CC1	8%	-6	0%	-3%	10%	0%	-12	5%
O=C(NC1CCCCC1)C1CC=CCC1C(=O)OCC(Cl)=C(Cl)Cl (stereo not given)	-8%[9.22 µM]	-13	1%	3%	10%	-7%	?	-16%
CCOC(=O)C1=C(CN2CCN(C(=O)c3ccco3)CC2)NC(=O)NC1c1ccc(Cl)cc1 (stereo not given)	-5%	12	7%	-5%	2%	-19%	6	-6%
CCn1c2ccccc2c2cc(NC(=O)COC(=O)c3cc(OC)c(OC)cc3OC)ccc21	9%	54*	2%	?	42%	3%	22	10%
c1ccc2c(C3CCO3)cccc2c1 (stereo not given)	-15%	1	-3%	-6%	1%	5%	0	3%
Cc1cccc(N2CCN(S(=O)(=O)c3ccc(F)c(C(=O)Nc4cccc(Cl)c4C)c3)CC2C)c1 (stereo not given)	17%	8	/	-2%	?	/	/	/
O=C(NC(C(=O)N/N=C/c1ccccc1)c1n[nH]c(=O)c2ccccc12)c1ccccc1 (stereo not given)	5%	-1	0%	1%	39%	-3%	1	3%
O=C(Nc1cc(-c2nc3ccccc3o2)ccc1Cl)c1cccc2c(Cl)cccc12	13%	4	/	0%	-19%	/	/	/
CC(C)[C@H](NC(=O)NCc1ccco1)C(=O)O	3%	7	1%	-13%	-1%	2%	1	-5%
CCN1CCCC1CNCc1cc(OC)c(OC)c(OC)c1 (stereo not given)	-4%	-8	-13%	-7%	23%	0%	-12	-13%

# Source: PubChem BioAssay

# This is a subset. The share of hits here may be higher or lower than overall.
